All columns: NCI-60 one-dose screen, growth in % after 48 h at 10 µM unless noted; 100 = growth as untreated, 0 = no growth, -100 = all killed.
OVCAR-3: OVCAR-3 ovarian cancer | 79,000 compounds, 7% hits
OVCAR-8: OVCAR-8 ovarian cancer; 81,000 compounds, 4.4% hits
SF-295: SF-295 CNS cancer cells; 79,000 compounds, 5.6% hits; AID 1794758
U251: U251 CNS tumor cells; 80,000 compounds, 5.4% hits
OVCAR-5: OVCAR-5 ovarian cancer; 82,000 compounds, 2.9% hits; AID 1794783
OVCAR-4: OVCAR-4 ovarian cancer cells | AID 1794784 | 80,000 compounds, 3.7% hits
PC-3: PC-3 prostate cancer cells; 80,000 compounds, 3.9% hits; AID 1794754
DU-145: DU-145 prostate cancer | 81,000 compounds, 4.2% hits | AID 1794760
SK-OV-3: SK-OV-3 ovarian cancer cells | 80,000 compounds, 3.2% hits | AID 1794785
Active calls of the source: *; . = not tested or not shown; & = joins results of further samples; [ ] = dose if it differs, or a comment. Rule for the calls: active = growth percent below 10; inactive = the rest.

Screens in order – OVCAR-5	OVCAR-4	OVCAR-8	DU-145	SF-295	U251	PC-3	SK-OV-3	OVCAR-3
> CC1=C[C@H]2O[C@@H]3C[C@H]4OC(=O)/C=C\C=C\[C@H]([C@@H](C)O)OCC/C(C)=C/C(=O)OC[C@@]2(CC1)[C@]4(C)[C@]31CO1
 : -15*	-22*	-24*	-17*	-37*	-17*	-24*	-23*	-19*
> CC(=O)c1cc2c(cc1O)C(C)(C)CCC2(C)C
 : 105	104	106	104	94	102	93	101	108
> O=C(Nc1ccc(S(=O)(=O)F)cc1)Oc1ccc([N+](=O)[O-])cc1
 : 106	106	96	116	120	103	100	105	114
> Cc1nc2ccccc2c(=O)n1-c1ccccc1F
 : 102	99	93	109	98	88	87	97	107
> NC(=O)Cc1c(OC(=O)NCCCCN=C(N)N)cc(Br)c(O)c1Br
 : 111	108	114	112	105	112	97	111	105
> CCOCC1(CCc2ccccc2)C(=O)NC(=S)NC1=O
 : 107	120	107	109	111	101	104	112	117
> CCN(CC)C(C)CC(C#N)(c1ccccc1)c1ccccc1 (stereo not drawn)
 : 97	79	94	88	99	79	67	108	94
> Cc1ccc(C2CN(C)CCC2(O)c2ccc(C)cc2)cc1 (stereo not drawn)
 : 105	101	100	112	88	99	103	110	117
> O=S(OO)c1cc(Cl)c(O)c(Cl)c1 (stereo not drawn)
 : 107	90	101	113	94	94	95	103	114
> O=C(/C=C/c1sc(N(CCCl)CCCl)nc1Cl)c1ccccc1
 : 100	95	96	103	102	91	84	89	101
> Cc1cnc(/C=C/C(=O)O)cc1-c1cc2c(cc1C)C(C)(C)CCC2(C)C
 : 104	85	89	96	86	71	75	84	58
> CCOP(=O)(OCC)/C(C)=N/O
 : 107	100	101	107	85	96	96	106	104
> NC(N)=NCCCOc1ccccc1
 : 102&105	99&95	93&96	112&115	113&93	109&108	92&77	100&97	99&94
> COC1CC2C=C(C)/C=C/C=C/C(=O)NC(c3ccccc3)C/C=C/CCC(O)CC(=O)C2=C1O (stereo not drawn)
 : -96*	-78*	-69*	-86*	-89*	.	-91*	-91*	-84*
> NCCc1cc(O)c(O)c(O)c1
 : 117	99	104	108	.	113	104	87	100
> O=C/C=C/c1ccco1
 : 101	105	100	108	100	95	84	96	110
> O=[P+](O)c1cccnc1
 : 107	107	107	114	103	100	97	103	108
> Cc1c2ccncc2c(C)c2c1[nH]c1ccccc12
 : -91*	-30*	-14*	-98*	-85*	-82*	.	-4.5*	-86*
> COc1cc(C=Nc2cccc(C(=O)O)c2)ccc1N(CCCl)CCCl
 : 110	114	95	111	98	100	101	110	105
> C[C@@H]1CCC2[C@@H](C)[C@H](OC(=O)CCC(=O)NCCNC(=O)Cc3cc(=O)oc4cc(N(C)C)ccc34)O[C@@H]3O[C@]4(C)CC[C@@H]1C23OO4 (stereo partly drawn)
 : 49	49	24	94	42	34	19	92	38

Continued, overlapping the part above by 5 compounds.
Screens in order – OVCAR-5	OVCAR-4	OVCAR-8	DU-145	SF-295	U251	PC-3	SK-OV-3	OVCAR-3
> O=C/C=C/c1ccco1
 : 101	105	100	108	100	95	84	96	110
> O=[P+](O)c1cccnc1
 : 107	107	107	114	103	100	97	103	108
> Cc1c2ccncc2c(C)c2c1[nH]c1ccccc12
 : -91*	-30*	-14*	-98*	-85*	-82*	.	-4.5*	-86*
> COc1cc(C=Nc2cccc(C(=O)O)c2)ccc1N(CCCl)CCCl
 : 110	114	95	111	98	100	101	110	105
> C[C@@H]1CCC2[C@@H](C)[C@H](OC(=O)CCC(=O)NCCNC(=O)Cc3cc(=O)oc4cc(N(C)C)ccc34)O[C@@H]3O[C@]4(C)CC[C@@H]1C23OO4 (stereo partly drawn)
 : 49	49	24	94	42	34	19	92	38
> COC1=C(N2CC2)C(=O)c2ccccc2C1=O
 : 101	102	102	111	99	104	103	98	108
> CN1CC2C3C=CC(C3)C2C1 (stereo not drawn)
 : 99	117	109	105	95	109	94	109	106
> ClP(Cl)(c1ccccc1)(c1ccccc1)c1ccccc1
 : 92	105	100	117	107	99	98	116	108
> CC12CCC3C(CCC4=C(Oc5ccccc5)C(=O)CCC43C)C1CCC2=O (stereo not drawn)
 : 97	101	93	107	124	91	89	117	121
> COc1cc(C=Nc2cccc(Br)c2)ccc1N(CCCl)CCCl
 : 86	94	82	88	44	73	68	71	81
> CCCCCCNP(=O)(OCC)OCC
 : 116	120	104	120	114	119	102	92	113
> CCOP(=O)(OCC)c1nc(-c2ccccc2)oc1N(C)CCBr
 : 113	106	106	118	109	105	103	108	121
> CC1(C)CC[C@]2(C(=O)NCC(=O)OCc3cn(C4OC(OO)C(O)C(O)C4O)nn3)CC[C@]3(C)C(=CC[C@@H]4[C@@]5(C)CC[C@H](O)C(C)(C)[C@@H]5CC[C@]43C)[C@@H]2C1 (stereo partly drawn)
 : 99	103	109	102	101	103	110	107	106
> COc1cc(/C=C\[N+](=O)[O-])ccc1OCc1ccccc1
 : 99	85	53	44	49	5.0*	23	91	20
> CCC1C(=O)N(C)C(=O)N(C)C1=O
 : 112	123	104	123	126	105	95	106	122
> COc1cc(C=C2C(=O)NC(=O)NC2=O)cc(Cl)c1OCCCCC1CCCCC1
 : 97	95	98	99	96	86	96	95	96
> Oc1ccccc1C=NCCN=Cc1ccccc1O
 : 104	109	110	108	101	92	95	102	102
> COc1ccc2c(c1)C1OCCNC1CC2 (stereo not drawn)
 : .	107	99	111	107	99	102	97	107
> CCCCCCOC(N)=O
 : 96	116	108	108	97	96	104	97	110
> CNC(=O)O/N=C/C(C)(C)SC
 : 118	110	102	108	97	.	107	111	109
> C[C@@H]1C[C@H]2C(=O)O[C@@H](C)C(NC(=O)[C@H](Cc3cc(F)cc(F)c3)NC(=O)Nc3ccc(OS(=O)(=O)F)cc3)C(=O)N3CCC[C@H]3C(=O)N3CCO[C@H](C)[C@H]3C(=O)N[C@@H](CO)C(=O)N2C1 (stereo partly drawn)
 : 33	26	24	28	11	30	20	19	.
> CC(C)N(CCC(C(N)=O)(c1ccccc1)c1ccccn1)C(C)C (stereo not drawn)
 : 100	103	108	116	105	94	98	105	124
> Oc1c(O)c(Cl)c(Cl)c(Cl)c1Cl
 : 78	16	-4.1*	48	9.5*	39	34	64	-12*
> Nc1ccc(Cl)c(Cl)c1
 : 101	109	97	115	96	98	90	104	117
> Cc1c2oc3c(C)ccc(C(=O)N[C@@H]4C(=O)N[C@H](C(C)C)C(=O)N5CCC[C@H]5C(=O)N(C)CC(=O)N(C)[C@@H](C(C)C)C(=O)OC4C)c3nc-2c(C(=O)N[C@@H]2C(=O)N[C@H](C(C)C)C(=O)N3CC(=O)C[C@H]3C(=O)N(C)CC(=O)N(C)[C@@H](C(C)C)C(=O)OC2C)c(N)c1=O (stereo partly drawn)
 : 5.6*	21	0.3*	13	1.3*	1.6*	1.3*	8.0*	6.8*
> N#Cc1c(N)oc2c(-c3ccccc3)[se]nc12
 : 106	111	104	106	79	82	66	157	106
> C=C1CC2C(CC[C@]3(C)C(=O)CCC23)[C@@]2(C)C=CC(=O)C=C12 (stereo partly drawn)
 : 111	111	99	119	115	94	89	113	125
> COc1ccc(Cl)cc1NC1=N[C@]23CC(=O)CC[C@]2(C)[C@H]2CC[C@]4(C)C(=O)CC[C@H]4[C@@H]2C[C@@H]3S1
 : 75	91	95	102	89	98	83	101	86
> O=C1C(Cc2ccccc2)C(=O)N(Cc2ccccc2)C(=O)N1Cc1ccccc1
 : 103	106	99	110	93	.	98	94	110
> Oc1c(Cl)cc(Cl)cc1CCl
 : 84	118	97	98	.	94	95	.	98
> COc1cc(C)c(-c2ccc(=O)c(OC)cc2C)c(OC)c1OC
 : 99&97	100&100	104&104	108&110	89&94	102&102	91&102	99&104	.
> COc1ccccc1N1CCNCC1
 : 101	114	102	106	97	99	89	100	111
> COc1ccc(Cc2nccc3cc(OC)c(OC)cc23)cc1OC
 : .	63	70	88	21	84	70	85	80
> O=C1c2ccccc2C(=O)C1C(=O)C(c1ccccc1)c1ccccc1
 : 106	102	96	100	102	95	89	96	100
> Cc1cccc(OCC(O)CN2CC2)c1 (stereo not drawn)
 : 121	75	104	111	104	105	99	110	102
> O=[N+]([O-])c1cccc(NP(=O)(N2CC2)N2CC2)c1
 : 100	114	99	107	.	97	107	106	116
> CC(Cc1ccc2c(c1)OCO2)NN (stereo not drawn)
 : 100	106	98	113	91	89	76	85	112
> Cn1c(O)c(/C=C2\C=Nc3ccccc32)c(=O)n(C)c1=O
 : 102	85	95	111	115	107	90	92	93
> NCC(O)c1cccc(O)c1 (stereo not drawn)
 : 94&90	118&101	95&95	111&114	102&105	94&108	101&92	100&101	125&107
> COc1cc2c(cc1OCc1ccccc1)C(CC(C)C)=[N+](C)CC2
 : 93	72	74	94	68	49	63	93	66
> Cc1ccccc1N1CCNCC1
 : 86	103	99	118	106	95	107	104	113
> Fc1ccccc1N=C=S
 : 107	82	87	106	99	95	91	98	98
> Cn1c(-c2ccccc2)c(C(C[N+](=O)[O-])c2ccccc2)c2ccccc21 (stereo not drawn)
 : 97[7 µM]	74[7 µM]	86[7 µM]	95[7 µM]	93[7 µM]	79[7 µM]	.	67[7 µM]	80[7 µM]
> C1=CCC2CN(CCCN3CCOCC3)CC2C1 (stereo not drawn)
 : 101	99	102	100	99	106	100	111	.
> CC(C)C1(NC(=O)C2CC3c4cccc5[nH]cc(c45)CC3N(C)C2)OC2(O)C3CCCN3C(=O)C(Cc3ccccc3)N2C1=O (stereo not drawn)
 : 72	71	.	104	106	99	81	116	116

Gathered by group: the entries above containing a furan ring, fused or not (two)
Screens in order – OVCAR-5	OVCAR-4	OVCAR-8	DU-145	SF-295	U251	PC-3	SK-OV-3	OVCAR-3
> O=C/C=C/c1ccco1
 : 101	105	100	108	100	95	84	96	110
> N#Cc1c(N)oc2c(-c3ccccc3)[se]nc12
 : 106	111	104	106	79	82	66	157	106

Further compounds
Screens in order – OVCAR-5	OVCAR-4	OVCAR-8	DU-145	SF-295	U251	PC-3	SK-OV-3	OVCAR-3
> CS(=N)(=O)CCC(N)C(=O)O (stereo not drawn)
 : 85	104	98	122	97	104	90	108	115
> Oc1ccccc1C=NCCN=Cc1ccccc1O.[Fe]
 : 118	117	85	104	85	26	79	101	112
> O=C(Nc1ccc(S(=O)(=O)F)c(Cl)c1)Oc1ccccc1
 : 108	104	104	105	.	103	95	97	111
> Nc1nnc(Sc2nc3ccc(Cl)cc3c(=O)n2-c2ccc(Cl)cc2)s1
 : 99	93	102	107	79	89	86	99	105
> CNC(=O)Oc1ccc2ccccc2c1
 : 111	106	105	.	99	100	95	101	103
> CCCCCN(CCCCC)C(C)C(O)c1ccc(Cl)cc1 (stereo not drawn)
 : 91	95	102	104	81	91	89	109	101
> Oc1c2c3c4c5c1N=CC=5CC[N+]=4C1(O)CCC3(CCN2)CC1
 : 116	82	102	106	99	93	91	109	93
> O=C(O)CCl
 : .	107	96	111	101	98	94	107	113
> Clc1ccc2oc3ccc(Cl)cc3c2c1
 : 97	103	112	106	92	98	100	99	106
> O=C/C=C/c1ccccc1
 : 103	97	104	101	97	107	90	107	112
> S=c1[nH]c2ccccc2[nH]1
 : 104	114	95	108	102	91	91	92	114
> O=S(=O)(O)CCBr
 : 107	97	99	115	96	95	88	115	109
> Cc1cc(Cl)ccc1OC(C)C(=O)O (stereo not drawn)
 : 98	98	104	103	107	101	94	110	121
> COc1cccc(C2N3CCCN2CC3)c1 (stereo not drawn)
 : 108	105	98	117	104	106	94	120	102
> CN(N=O)C(=O)C(=O)N(C)N=O
 : 104	103	97	104	96	97	94	103	102
> CCC1CN1P(=O)(c1ccccc1)N1CC1CC (stereo not drawn)
 : 104	113	104	111	102	104	100	107	113
> Cc1ccc2oc(=O)c3c(c2c1)OC(N)=C(C(N)=O)C3c1ccc([N+](=O)[O-])cc1 (stereo not drawn)
 : 97	102	99	103	98	104	100	.	105
> COCCOCCOCCOc1ccc(-n2cc(-c3ccc(O[C@H]4O[C@@H]5OC6(C)CC[C@H]7[C@H](C)CC[C@@H]([C@H]4C)[C@@]57OO6)cc3)nn2)cc1
 : 72	29	22	43	40	73	28	84	46
> NC(=O)C(F)(F)Cl
 : 111	106	103	104	104	93	95	107	100
> COc1ccccc1N1CCN(CCc2c[nH]c3cc4c(cc23)OCO4)CC1
 : 60	99	88	103	41	85	58	104	91
> CCC1(CC)C(=O)C=CNC1=O
 : 103&103	102&117&108	109&111&115	112&130&117	83&117&104	103&109&112	105&102&100	100&108&111	116&119&131
> COc1cc(OC)c(S(=O)(=O)N(CCCl)CCCl)cc1C(=O)/C=C/c1ccccc1
 : 112	108	93	84	108	94	95	107	114
> CCO[C@H]1CC[C@@]2(C)[C@@H](CC[C@@H]3[C@@H]2CC[C@@]2(C)[C@H]3C[C@@H]3OB(O)O[C@@H]32)C1
 : 101	81	91	119	101	95	81	115	126
> CCC(=O)c1ccc(N)cc1
 : 104	102	101	124	114	105	90	107	131
> Oc1ccc2ccc3cccc4ccc1c2c34
 : 86	107	96	116	101	86	83	90	97
> CN1CCC2(O)OCCCC2C1 (stereo not drawn)
 : 101	107	125	106	114	111	.	121	101
> CN[C@@]1(c2ccccc2Cl)CCCC[C@@H]1NCc1ccccc1
 : 94	100	99	109	101	101	94	108	99
> Nc1ccc(S(=O)(=O)F)cc1
 : 102	130	107	107	102	105	105	105	111
> CNC(=O)Oc1cccc(CN(C)C)c1
 : 105	101	103	110	97	.	94	99	104
> C[C@]12CC=CC[C@@H]1CC[C@@H]1[C@@H]2CC[C@@]2(C)[C@H]1CC[C@]2(C)O
 : 109	108	103	119	.	104	93	109	105
> COc1ccc(/C=C(/c2cc(OC)c(OC)c(OC)c2)c2nn[nH]n2)cc1
 : 98	108	107	108	97	104	102	105	113

Bioassay records: PubChem BioAssay, NCI

The list is partial (hit frequency here may not be typical).
